# Source: PubChem BioAssay
# Mtb BioA inh: M. tuberculosis BioA enzyme inhibitors, primary screen, biochemical, plate reader, single point, HTS; 360,000 tested, 0.096% active; 7,8-diaminopelargonic acid synthase BioA (Mycobacterium tuberculosis); inhibition, % at 9.99 µM; AID 602481, 2012; purified M. tuberculosis BioA enzyme; in the data active = inhibition above about 40%
# * marks the source's active call; other numbers are inactive results; & = joins results of further samples.
SMILES,Mtb BioA inh
C[C@H]1CN([C@@H](C)CO)C(=O)c2cc(C#CC3CC3)cnc2O[C@@H]1CN(C)S(C)(=O)=O,-0.3
C[C@H](CO)N1C[C@H](C)[C@H](CN(C)Cc2ccccc2)Oc2c(NC(=O)c3cnccn3)cccc2C1=O,-1.5
Cc1ccc(S(=O)(=O)Nc2ccc3c(c2)C(=O)N([C@H](C)CO)C[C@H](C)[C@H](CN(C)Cc2ccc(Cl)c(Cl)c2)O3)cc1,2.8
C[C@H](CO)N1C[C@H](C)[C@@H](CN(C)Cc2ccc3c(c2)OCO3)Oc2ccc(NC(=O)C3CC3)cc2CC1=O,14.0
C[C@@H]1CCCCO[C@@H](CN(C)C)[C@@H](C)CN([C@H](C)CO)C(=O)c2cc(NC(=O)Nc3ccccc3)ccc2O1,-0.2
OC[C@@H]1[C@H](c2ccc(C#Cc3ccccc3)cc2)[C@H]2CN(Cc3cncnc3)CCCCN12,-0.1
COc1ccccc1S(=O)(=O)N1CC[C@@H]2[C@H]1c1cc(-c3ccccc3)ccc1N[C@@H]2CO,19.9
C[C@H](O)C#Cc1ccc([C@@H]2[C@H](CO)N3CCCCN(S(=O)(=O)c4ccccc4)C[C@@H]23)cc1,-3.0
C[C@@H]1CN([C@H](C)CO)C(=O)c2cc(NC(=O)C3CCCCC3)ccc2O[C@@H]1CN(C)C(=O)Nc1ccc(F)cc1,0.1
C[C@H]1CCCCO[C@H](CN(C)C(=O)NC2CCCCC2)[C@@H](C)CN([C@@H](C)CO)C(=O)c2cc(NS(=O)(=O)c3cccs3)ccc2O1,1.2
C[C@@H]1CN([C@@H](C)CO)C(=O)Cc2cc(NC(=O)CCCCCC(=O)Nc3ccccc3N)ccc2O[C@H]1CN(C)C(=O)NC1CCCCC1,-5.3
C[C@@H]1CN([C@@H](C)CO)C(=O)c2cc(NC(=O)C3CC3)ccc2O[C@@H]1CN(C)Cc1ccc(C(=O)O)cc1,1.1
Cc1noc(C)c1NC(=O)N(C)C[C@@H]1Oc2ccc(NC(=O)Cn3cnnn3)cc2C(=O)N([C@@H](C)CO)C[C@H]1C,2.2
C=CCN1C(=O)[C@]2(O[C@H](CCn3cc(CCO)nn3)[C@@H]([Si](C)(C)c3ccc(OC)cc3)[C@@H]2C)c2cc(N3C(=O)c4cccc5cccc3c45)ccc21,-0.3
Cc1noc(C)c1S(=O)(=O)Nc1ccc2c(c1)C(=O)N([C@@H](C)CO)C[C@H](C)[C@H](CN(C)S(=O)(=O)c1ccccc1)OCCCC[C@@H](C)O2,0.3
C[C@@H]1CN([C@@H](C)CO)C(=O)c2cc(NS(=O)(=O)c3ccc(Cl)cc3)ccc2O[C@H]1CN(C)C,-3.6
CCCNC(=O)C[C@@H]1CC[C@H]2[C@@H](COC[C@H](O)CN2C(=O)Nc2ccc3c(c2)OCO3)O1,0.7
C[C@@H]1CCCCO[C@@H](CN(C)S(=O)(=O)c2cccs2)[C@@H](C)CN([C@@H](C)CO)C(=O)c2cc(NC(=O)c3ccncc3)ccc2O1,-1.3
Cn1cnc(S(=O)(=O)N2CCCCN3[C@H](CO)[C@H](c4ccc(-c5ccccc5)cc4)[C@H]3C2)c1,-1.0
COc1ccc(NC(=O)Nc2ccc3c(c2)C(=O)N([C@H](C)CO)C[C@H](C)[C@H](CN(C)S(=O)(=O)c2ccc(OC)cc2)O3)cc1,2.6
Cc1ccc(S(=O)(=O)Nc2ccc3c(c2)C(=O)N([C@H](C)CO)C[C@H](C)[C@@H](CN(C)Cc2ccc(Cl)c(Cl)c2)OCCCC[C@@H](C)O3)cc1,-1.3
CCNC(=O)C[C@H]1CC[C@H]2[C@@H](COc3ccc(NC(=O)Nc4cccc(Cl)c4)cc3C(=O)N2C)O1,16.7
Cc1ccc(S(=O)(=O)N(C)C[C@@H]2Oc3c(NC(=O)Nc4ccc(C(F)(F)F)cc4)cccc3C(=O)N([C@@H](C)CO)C[C@@H]2C)cc1,-3.8
C[C@H](CO)N1C[C@H](C)[C@H](CN(C)Cc2cncnc2)Oc2cc(C#C[C@@H](C)O)ccc2S1(=O)=O,5.8
O=C(NCCc1ccccc1)[C@@H]1[C@@H](CO)[C@@H]2Cn3c(cccc3=O)[C@H]1N2C(=O)C1CC1,-0.4
# (more compounds)
SMILES,Mtb BioA inh
C[C@@H]1CN([C@H](C)CO)C(=O)Cc2cc(NC(=O)C3CC3)ccc2O[C@H]1CN(C)S(=O)(=O)c1cccs1,2.3
O=C(O)C[C@@H]1CC[C@H]2[C@@H](COC[C@@H](O)CN2S(=O)(=O)c2ccc(F)cc2)O1,-1.5
O=C(C[C@@H]1C=C[C@@H](NC(=O)CN2CCOCC2)[C@@H](CO)O1)NC1CCC1,-0.4
N#C[C@H]1[C@@H](c2ccc(C#CC3CCCC3)cc2)[C@H](CO)N1S(=O)(=O)c1ccccc1,4.1
COc1ccc(S(=O)(=O)N(C)C[C@@H]2OCCCC[C@@H](C)Oc3ccc(NC(=O)c4ccccc4)cc3C(=O)N([C@H](C)CO)C[C@@H]2C)cc1,-4.5
CCC(=O)N(CC)C[C@H]1[C@H](c2ccc(-c3ccccc3)cc2)[C@@H](CO)N1C(C)=O,0.9
O=C(Cc1ccccc1)N1CCCCN2[C@@H](CO)[C@H](c3ccc(C#CC4(O)CCCC4)cc3)[C@@H]2C1,2.4
COc1ccc(C#Cc2ccc([C@@H]3[C@@H](CO)N4CCCCN(C(=O)Nc5cccc(F)c5)C[C@@H]34)cc2)cc1,-1.0
O=C(Nc1ccc(C(F)(F)F)cc1)N[C@@H]1CC[C@@H](CCNC(=O)c2ccccc2F)O[C@@H]1CO,-0.3
CCS(=O)(=O)NCC[C@H]1CC[C@H](NS(=O)(=O)c2cccc(F)c2)[C@H](CO)O1,1.1
CN1C(=O)c2cc(NC(=O)c3cccs3)ccc2OC[C@@H]2O[C@@H](CC(=O)NCC3CC3)CC[C@@H]21,-0.4
C[C@@H]1CCCCO[C@H](CN(C)CC2CCCCC2)[C@H](C)CN([C@H](C)CO)C(=O)c2cc(NC(=O)Nc3ccccc3)ccc2O1,2.2
CC(=O)N1[C@@H]2c3ccc(-c4ccc(F)cc4)c(=O)n3C[C@@H]2[C@@H](CO)[C@@H]1C(=O)NC1CCC1,-3.3
C[C@@H]1CN([C@H](C)CO)C(=O)c2cc(-c3cccnc3)cnc2O[C@H]1CN(C)C(=O)C1CCCCC1,4.5
COc1ccc(-c2cnc3c(c2)C(=O)N([C@H](C)CO)C[C@@H](C)[C@@H](CN(C)C(=O)C2CC2)O3)cc1,-0.4
CN(C)C(=O)C[C@H]1CC[C@@H]2[C@H](COC[C@H](O)CN2S(=O)(=O)c2ccccc2)O1,-1.2
CN1C(=O)c2cc(NC(=O)NC3CCCC3)ccc2OC[C@@H]2O[C@H](CC(=O)O)CC[C@H]21,-1.6
O=C(C[C@H]1CC[C@@H]2[C@H](COC[C@H](O)CN2Cc2nccs2)O1)NCc1ccc(-c2ccccc2)cc1,0.4
CO[C@@H]1CN(C)C(=O)c2cc(NC(=O)Nc3c(C)noc3C)ccc2OC[C@@H](C)N(CC2CC2)C[C@@H]1C,0.1
CC(C)CC#Cc1cnc2c(c1)C(=O)N([C@@H](C)CO)C[C@H](C)[C@H](CN(C)S(=O)(=O)c1cn(C)cn1)O2,-2.8
CC(C)C#Cc1cnc2c(c1)C(=O)N([C@H](C)CO)C[C@@H](C)[C@@H](CN(C)C(=O)c1cccc(F)c1)O2,-2.5
COc1ccc(C(=O)Nc2ccc3c(c2)C(=O)N(C)C[C@@H](OC)[C@H](C)CN[C@H](C)CO3)cc1,-0.7
O=C(C[C@H]1CC[C@H]2[C@@H](COC[C@@H](O)CN2CCc2ccccc2)O1)NCc1ccc(Oc2ccccc2)cc1,0.7
Cc1ccc(S(=O)(=O)Nc2ccc3c(c2)C(=O)N([C@H](C)CO)C[C@H](C)[C@H](CN(C)C(=O)Cc2ccccc2)OCCCC[C@@H](C)O3)cc1,-1.3
CCCNC(=O)N1C[C@@H](C)[C@@H](OC)CN(C)C(=O)c2cc(NS(=O)(=O)CC(F)(F)F)ccc2OC[C@H]1C,-1.3

# For convenience, some entries already given:
SMILES,Mtb BioA inh
C[C@@H]1CN([C@H](C)CO)C(=O)Cc2cc(NC(=O)C3CC3)ccc2O[C@H]1CN(C)S(=O)(=O)c1cccs1,2.3
O=C(O)C[C@@H]1CC[C@H]2[C@@H](COC[C@@H](O)CN2S(=O)(=O)c2ccc(F)cc2)O1,-1.5
O=C(C[C@@H]1C=C[C@@H](NC(=O)CN2CCOCC2)[C@@H](CO)O1)NC1CCC1,-0.4
N#C[C@H]1[C@@H](c2ccc(C#CC3CCCC3)cc2)[C@H](CO)N1S(=O)(=O)c1ccccc1,4.1
COc1ccc(S(=O)(=O)N(C)C[C@@H]2OCCCC[C@@H](C)Oc3ccc(NC(=O)c4ccccc4)cc3C(=O)N([C@H](C)CO)C[C@@H]2C)cc1,-4.5
CCC(=O)N(CC)C[C@H]1[C@H](c2ccc(-c3ccccc3)cc2)[C@@H](CO)N1C(C)=O,0.9
O=C(Cc1ccccc1)N1CCCCN2[C@@H](CO)[C@H](c3ccc(C#CC4(O)CCCC4)cc3)[C@@H]2C1,2.4
COc1ccc(C#Cc2ccc([C@@H]3[C@@H](CO)N4CCCCN(C(=O)Nc5cccc(F)c5)C[C@@H]34)cc2)cc1,-1.0
O=C(Nc1ccc(C(F)(F)F)cc1)N[C@@H]1CC[C@@H](CCNC(=O)c2ccccc2F)O[C@@H]1CO,-0.3
CCS(=O)(=O)NCC[C@H]1CC[C@H](NS(=O)(=O)c2cccc(F)c2)[C@H](CO)O1,1.1
CN1C(=O)c2cc(NC(=O)c3cccs3)ccc2OC[C@@H]2O[C@@H](CC(=O)NCC3CC3)CC[C@@H]21,-0.4

# Continued:
SMILES,Mtb BioA inh
CO[C@@H]1CN(C)C(=O)c2ccc(NC(=O)C3CCC3)cc2OC[C@H](C)N(C)C[C@@H]1C,-4.5
CC=Cc1ccc2n(c1=O)C[C@H]1[C@H](CO)[C@@H](C(=O)NCc3cccc(F)c3)[C@@H]2N1S(C)(=O)=O (mixture of isomers),0.7
O=C1OC[C@@H](c2ccccc2)n2cc(/C=C/c3ccccc3)cc21,-2.1
O=C(C[C@H]1CC[C@@H]2[C@H](COC[C@@H](O)CN2Cc2ccccc2)O1)N[C@@H]1CCN(Cc2ccccc2)C1,0.1
CN1CCN(C(=O)C[C@H]2CC[C@H]3[C@@H](COC[C@@H](O)CN3Cc3cccc(Cl)c3)O2)CC1,-0.6
CC(=O)N(C)C[C@@H]1Oc2ncc(C#Cc3ccccn3)cc2C(=O)N([C@H](C)CO)C[C@@H]1C,-4.5
CN1C(=O)c2cc(NC(=O)c3cccc(F)c3)ccc2OC[C@H]2O[C@@H](CC(=O)NCC3CCCCC3)CC[C@H]21,2.2&5.0
C[C@@H]1CN([C@H](C)CO)C(=O)Cc2cc(NC(=O)CCCCCC(=O)Nc3ccccc3N)ccc2O[C@H]1CN(C)S(=O)(=O)c1ccc(F)cc1,0.1
C[C@H]1CN([C@@H](C)CO)C(=O)c2cc(-c3cccc(C#N)c3)cnc2O[C@@H]1CN(C)C(=O)C1CC1,1.3
C[C@@H]1CN([C@H](C)CO)S(=O)(=O)c2ccc(-c3ccc(F)cc3)cc2O[C@H]1CN(C)C(=O)C1CC1,2.1
O=C([C@@H]1[C@@H](CO)[C@@H]2Cn3c(ccc(-c4ccccc4)c3=O)[C@@H]2N1CCC(F)(F)F)N1CCOCC1,-1.8
CO[C@H]1CN(C)C(=O)c2cc(NS(=O)(=O)CC(F)(F)F)ccc2OC[C@@H](C)N(C(=O)c2ccc3c(c2)OCO3)C[C@H]1C,-1.3
CO[C@@H]1CN(C)C(=O)c2ccc(NC(=O)NC(C)C)cc2OC[C@H](C)N(C(=O)C2CCC2)C[C@H]1C,-0.6
Cc1ccc(S(=O)(=O)N(C)C[C@@H]2OCCCC[C@H](C)Oc3ccc(NC(=O)NC4CCCCC4)cc3C(=O)N([C@@H](C)CO)C[C@H]2C)cc1,-1.6
CCCNC(=O)C[C@H]1C[C@H]2c3cc(NC(=O)Nc4ccccc4)ccc3O[C@H]2[C@@H](CO)O1,-2.6
O=C(C[C@@H]1C=C[C@@H](NC(=O)c2ccc(F)cc2)[C@H](CO)O1)NCCc1ccncc1,0.0
Cc1noc(C)c1NC(=O)N(C)C[C@@H]1Oc2ccc(NS(=O)(=O)c3cccs3)cc2CC(=O)N([C@@H](C)CO)C[C@@H]1C,-2.2
O=C(N[C@@H]1CC[C@@H](CC(=O)N2CCc3ccccc3C2)O[C@@H]1CO)C1CCOCC1,1.3
CC(=O)N1[C@H](CO)[C@@H](c2ccccc2)[C@@H]1CN(C(=O)c1cccc(F)c1)C(C)C,-3.3
O=C(C[C@H]1C[C@@H]2c3cc(NS(=O)(=O)c4ccc(F)cc4)ccc3O[C@@H]2[C@@H](CO)O1)NC1CCCCC1,0.2
CC(C)[C@@H](C)NC(=O)N(C)C[C@H]1OCc2ccccc2-c2c(n(C)c3ccccc23)C(=O)N([C@@H](C)CO)C[C@H]1C,3.7
O=S(=O)(N[C@H]1CC[C@@H](CCn2cc(C3(O)CCCC3)nn2)O[C@H]1CO)c1ccc(F)cc1,-3.0
CCCNC(=O)Nc1ccc2c(c1)C(=O)N(C)[C@H]1CC[C@H](CC(=O)NC3CCC3)O[C@H]1CO2,-0.5
C[C@@H]1CCCCO[C@H](CN(C)C(=O)c2ccccc2)[C@H](C)CN([C@@H](C)CO)C(=O)c2cc(NC(=O)C3CCCCC3)ccc2O1,-0.3
C[C@@H]1CN([C@@H](C)CO)C(=O)c2cc(NC(=O)CCC(F)(F)F)ccc2O[C@@H](C)CCCCO[C@H]1CN(C)S(=O)(=O)c1cccs1,0.9
C[C@@H]1CN([C@H](C)CO)C(=O)c2cc(/C=C/c3ccccc3)cnc2O[C@H]1CN(C)S(=O)(=O)c1cccs1,6.4
C[C@H](CO)N1C[C@H](C)[C@H](CN(C)Cc2ccc(C(=O)O)cc2)Oc2c(NC(=O)NC3CCCCC3)cccc2C1=O,-0.6
C[C@@H]1CN([C@@H](C)CO)C(=O)c2cc(C#CC3CCCCC3)cnc2O[C@H]1CN(C)C(=O)NC1CCCC1,2.4
CCC(=O)Nc1ccc2c(c1)C(=O)N(C)C[C@H](OC)[C@H](C)CN(CCC(F)(F)F)[C@@H](C)CO2,-1.4

# A portion of the library; the hit share may differ from the screen's.
